Granule exo inh – lytic granule exocytosis inhibition; inhibition, % at 10 µM; TALL-104 LAMP-1 surface exposure, flow cytometry; cells stimulated with thapsigargin and PMA; AID 651702; 360,000 compounds, 0.66% hits;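 active means inhibition above about 55%, limit read from the data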
TWEAK Fn14 block – TWEAK-Fn14 signaling inhibition | TWEAK-stimulated Fn14 reporter cells, luciferase luminescence, 8 h | inhibition, % at 10 µM | 360,000 compounds, 2% hits; in the data active means inhibition above about 50%
SRC2 inh – human SRC2 (NCOA2) inhibition; HEK293 GAL4-SRC2 luciferase reporter, luminescence; inhibition, % at 9 µM; 370,000 compounds, 0.17% hits;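 active means inhibition above the mean inhibition of all tested compounds plus 3 SD, set per campaign, cut at about 52% in these data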;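 further: 0% = DMSO treated cells and 100% = cells given Gossypol at 36 µM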
SRC3 inh – inhibitors of human steroid receptor coactivator 3 (SRC3); Q9Y6Q9; HEK293 GAL4-SRC3 luciferase reporter, luminescence; inhibition, % at 3.6 µM; 360,000 compounds, 0.17% hits; AID 588352;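 active means inhibition above a per-campaign cutoff, the mean of all compounds plus 3 SD, cut at about 60% in these data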;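 further: 0% = DMSO-treated cells and 100% = gossypol-treated cells at 36 µM; higher means less SRC3-driven luciferase light from the GAL4 reporter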
TLR9-MyD88 inh – blocks human TLR9 binding to MyD88 | Q9NR96+Q99836 | CHO BLA complementation TLR9-MyD88, CCF4 FRET ratio | inhibition, % at 4.98 µM | 340,000 compounds, 0.21% hits;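 active means inhibition above the mean over all tested compounds plus 3 SD, cut at about 21% in these data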;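 further: 0% = DMSO only wells and 100% = clavulanate BLA inhibitor control wells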
ABHD5-PLIN5 inh – ABHD5-PLIN5 protein interaction inhibition. Split G. princeps luciferase complementation, luminescence, 4 h. inhibition, % at 4 µM. 360,000 compounds, 0.78% hits. AID 602281;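 active means inhibition above the mean inhibition across every tested compound plus 3 SD, cut at about 22% in these data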;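 further: 0% = DMSO only wells and the 100% control is not disclosed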
NOD2 RIPK2 PPI – NOD2-RIPK2 protein interaction inhibition; O43353; CHO BLA complementation NOD2-RIPK2, CCF4 ratio; inhibition, % at 4.98 µM; 360,000 compounds, 0.38% hits; in the data active means inhibition above about 21%;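 further: 0% = vehicle only and 100% = reference blocker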
NR2F2 inh – NR2F2 (human) inhibition, primary screen; P24468; 370,000 compounds, 0.7% hits; HEK293T NGFI-A luciferase reporter, luminescence; inhibition, % at 8.6 µM;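 active means inhibition above a per-plate cutoff, mean inhibition of test wells between control levels plus 3 SD, cut at about 38% in these data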;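 further: cells cotransfected with COUP-TFII expression vector driving the NGFI-A reporter; 0% = median of COUP-TF2 test wells and 100% = reporter-only cells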
Target sequence (P24468 whole entry, looked up): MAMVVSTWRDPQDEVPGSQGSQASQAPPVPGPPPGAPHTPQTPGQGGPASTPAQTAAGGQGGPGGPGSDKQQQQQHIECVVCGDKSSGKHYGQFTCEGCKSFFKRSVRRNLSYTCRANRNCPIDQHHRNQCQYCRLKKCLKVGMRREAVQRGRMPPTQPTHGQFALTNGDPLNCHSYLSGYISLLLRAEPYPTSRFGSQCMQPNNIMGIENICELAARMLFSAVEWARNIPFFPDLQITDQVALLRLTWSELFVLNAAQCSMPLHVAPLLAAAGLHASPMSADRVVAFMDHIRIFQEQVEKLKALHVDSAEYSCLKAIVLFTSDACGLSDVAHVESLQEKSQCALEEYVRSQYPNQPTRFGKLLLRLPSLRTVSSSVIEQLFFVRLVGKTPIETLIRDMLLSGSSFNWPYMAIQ
NR5A2 inv ag – suppresses constitutive activity of human LRH-1; 360,000 compounds, 0.13% hits; inhibition, % at 3.6 µM; O00482; HEK293T StAR-luciferase reporter, LRH-1 transfected, 24 h;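 active means inhibition above the mean inhibition of all tested compounds plus 3 SD, cut at about 73% in these data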;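 further: 0% = DMSO wells and 100% = reporter-only cells lacking LRH-1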
Target sequence (O00482 whole entry, looked up): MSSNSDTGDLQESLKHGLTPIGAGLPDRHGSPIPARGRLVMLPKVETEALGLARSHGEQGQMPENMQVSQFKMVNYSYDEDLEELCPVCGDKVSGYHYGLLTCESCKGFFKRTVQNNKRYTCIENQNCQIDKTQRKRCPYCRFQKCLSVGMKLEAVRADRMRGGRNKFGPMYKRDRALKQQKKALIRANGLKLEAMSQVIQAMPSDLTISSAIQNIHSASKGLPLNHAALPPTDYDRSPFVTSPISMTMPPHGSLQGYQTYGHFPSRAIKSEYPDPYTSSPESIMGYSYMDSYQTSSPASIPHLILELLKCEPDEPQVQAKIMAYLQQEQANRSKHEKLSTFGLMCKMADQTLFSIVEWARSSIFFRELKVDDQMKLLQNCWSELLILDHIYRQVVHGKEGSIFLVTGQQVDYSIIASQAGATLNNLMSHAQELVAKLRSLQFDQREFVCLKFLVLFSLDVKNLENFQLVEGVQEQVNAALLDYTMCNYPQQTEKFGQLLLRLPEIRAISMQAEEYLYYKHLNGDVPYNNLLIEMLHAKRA
SRC1 inh – inhibitors of human steroid receptor coactivator 1 (SRC1) | HEK293 GAL4-SRC1 luciferase reporter, luminescence | inhibition, % at 3.6 µM | 360,000 compounds, 0.12% hits | AID 588354;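 active means inhibition above the campaign mean plus 3 SD, with each screening campaign given its own cutoff, cut at about 60% in these data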;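 further: 0% = DMSO treated cells and 100% = gossypol at 36 µM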
TROY signal inh – TROY signaling inhibition | Q293 LMP1-TROYcd NF-kB luciferase reporter, 4 h | inhibition, % at 10 µM | 360,000 compounds, 0.98% hits;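 active means compounds whose plate-normalised and pattern-corrected inhibition of the luciferase reporter signal at the single screening dose is 50% or more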
* marks the source's active call; other numbers are inactive results; · = not tested or not shown. A portion of the library; rates above refer to the full screens.

SMILES	Granule exo inh	TWEAK Fn14 block	SRC2 inh	SRC3 inh	TLR9-MyD88 inh	ABHD5-PLIN5 inh	NOD2 RIPK2 PPI	NR2F2 inh	NR5A2 inv ag	SRC1 inh	TROY signal inh
CC1Cc2ccccc2N1C(=O)CSc1nncn1C (stereo unspecified)	15	3	-50	9	1	0	-8	-2	4	-6	24
COc1ccc(C)cc1NS(=O)(=O)c1cccc2nonc12	-2	-2	-17	7	-7	0	9	12	-9	7	-5
CCC1Oc2ccccc2N(CC(=O)NCCN2CCc3ccccc3C2)C1=O (stereo unspecified)	-1	2	7	5	-1	0	-3	8	12	0	5
Cn1c(=O)c2c(n(Cc3ccccc3)c1=O)NC(=O)C2CC(=O)O (stereo unspecified)	2	-8	-5	1	-5	-1	-5	32	-1	-10	7
O=C(COC(=O)/C=C/c1ccc2c(c1)OCO2)NC1CCS(=O)(=O)C1 (stereo unspecified)	-5	-12	31	-2	-1	-5	-6	2	2	-10	-11
COc1cc2nc(SCC(N)=O)n(CCC3=CCCCC3)c(=O)c2cc1OC	-2	1	-8	15	-10	-2	-7	27	-20	10	-31
Cc1ccc(F)cc1NC(=O)Nc1cc(C(C)(C)C)nn1C	-3	9	-4	1	-15	2	-6	10	2	-26	5
COc1cc(OC)cc(-c2c(C#Cc3ccsc3)c3cc(Br)ccc3n2C)c1	-6	10	2	17	-7	7	2	-1	-4	8	0
COc1ccc(NC(=O)CSc2nc(N)c3cc4c(nc3n2)CCCC4)c(OC)c1	-1	-13	-10	-15	10	10	-1	7	-3	-6	7
CCCC(=O)Nc1cnc(NC(=O)c2cccc(F)c2)cc1C	0	66*	-48	-58	-2	-3	-4	-64	-127	-69	29
O=C1C2C3C=CC(C3)C2C(=O)N1Cc1cccnc1 (stereo unspecified)	-2	23	24	7	-7	0	-3	-2	1	4	8
COC(=O)c1ccccc1NC(=O)C1CC(=O)N(c2ccc(OC)cc2)C1 (stereo unspecified)	4	5	-30	-2	3	0	-11	-12	-18	17	11
CCOC(=O)C1CCN(c2ncnc3cc(OC)c(OC)cc23)CC1	-7	-10	-7	8	-6	2	-4	-2	13	4	7
N#C/C=C1\Sc2ccccc2C(=O)N1CC(=O)N1CCN(S(=O)(=O)c2ccccc2)CC1	47	-11	-24	-11	5	-4	-3	-7	8	-21	-37
Cc1c(C(=O)N2CCN(c3ncccn3)CC2)oc2ccc(Cl)cc12	-1	-8	-7	-1	1	-6	3	-2	11	0	17
CC(=O)NC(c1ccc(F)c(F)c1)c1nc(-c2cccc(F)c2)cs1 (stereo unspecified)	-4	-14	-38	8	·	0	3	3	15	5	-22
CS(=O)(=O)Oc1ccccc1/C=C1/N=C(c2ccc(F)cc2)OC1=O	3	5	9	9	8	-3	-10	7	-12	-18	-1
CCC(C)NC(=O)c1cn(CC)c2ccc(S(=O)(=O)N3CCCCC3)cc2c1=O (stereo unspecified)	-5	10	4	6	-4	2	7	-24	0	14	-5
O=C(Nc1cccnc1)c1cccc(S(=O)(=O)N2CCc3ccccc32)c1	-2	16	25	-6	-3	1	-10	22	16	4	23
O=C(c1cnn(-c2ccccc2)c1)c1ccc2ccccc2c1O	0	-9	-19	-45	-1	-3	-12	-12	-20	-38	-79
COC(=O)C(C)Sc1nc2c(c(=O)[nH]c(=O)n2C)n1CCCc1ccccc1 (stereo unspecified)	7	-41	-7	13	-4	-6	1	-10	0	-4	·
Cc1onc(-c2ccccc2)c1C(=O)Oc1cccnc1	2	12	7	0	-7	-2	-5	0	21	-7	17
O=C1C2C(c3ccccc3)(C(=O)N1c1ccc(Cl)cc1)C2(c1ccccc1)c1ccccc1 (stereo unspecified)	-1	4	6	33	-3	-9	-8	16	3	3	16
O=C(N/N=C/c1cccc(Br)c1)C1CC(=O)N(c2ccccc2)C1 (stereo unspecified)	-7	6	1	-11	-3	4	0	-13	18	16	-14
CCOC(=O)C(Cc1cc(C(C)=O)ccc1OC(C)C)C(=O)OCC	-4	-5	-6	10	-4	-4	-10	3	29	-6	-16

Limited to SRC1 inh and Granule exo inh, for 3 of the compounds above:
| Molecule | SRC1 inh | Granule exo inh |
| --- | --- | --- |
| O=C(Nc1cccnc1)c1cccc(S(=O)(=O)N2CCc3ccccc32)c1 | 4 | -2 |
| O=C(c1cnn(-c2ccccc2)c1)c1ccc2ccccc2c1O | -38 | 0 |
| COC(=O)C(C)Sc1nc2c(c(=O)[nH]c(=O)n2C)n1CCCc1ccccc1 (stereo unspecified) | -4 | 7 |

Additional structures follow.
SMILES	Granule exo inh	TWEAK Fn14 block	SRC2 inh	SRC3 inh	TLR9-MyD88 inh	ABHD5-PLIN5 inh	NOD2 RIPK2 PPI	NR2F2 inh	NR5A2 inv ag	SRC1 inh	TROY signal inh
CCn1c2ccccc2c2cc(N)ccc21	1	-8	4	0	14	1	9	6	3	1	-2
O=C(O)/C=C\C(=O)Nc1ccc(Oc2ccc(Br)cc2)cc1	0	-9	-10	-4	-4	-7	-4	3	7	-10	-10
CCOC(=O)N1CCC(NS(=O)(=O)c2cc3c(cc2Cl)NC(=O)CO3)CC1	-1	-14	13	3	-11	-3	8	6	4	-3	13
Cc1ccc(-n2c(SCC(=O)NCCN3C(=O)CSC3=O)nnc2-c2ccccc2)cc1C	1	-26	12	-9	-6	-3	0	0	-5	6	-4
O=C(NCCSCc1ccccc1)c1ccc(Cl)c(S(=O)(=O)N2CCOCC2)c1	-2	22	17	-8	-3	-2	5	11	10	0	-1
CC1(c2nnc(-c3ccc(Cl)cc3)o2)CC(c2cccnc2)=NO1 (stereo unspecified)	1	9	-1	-6	4	-1	-7	-5	-2	-32	-41
Cc1ccc(SC[C@H](Cc2ccccc2)N2CCN(CC(C)C)CCC2=O)cc1	-11	11	1	9	3	-2	4	8	-11	-5	8
COC(=O)c1[nH]nc(C(=O)OC(C)(C)C)c1-c1ccccc1	0	-1	4	-14	1	-2	-3	-18	-20	2	13
CC(=O)c1sc(NC(=O)CCS(=O)(=O)c2ccccc2)nc1C	-4	18	-9	-20	6	11	0	-2	-11	-27	-5
CC(=O)N(/N=C1\Sc2ccccc2C1=O)c1ccccc1C	-6	19	-72	-66	-8	13	-9	-41	-118	-101	-47
Cc1ccc(C(=O)OCC(=O)NCc2ccccc2)cc1S(=O)(=O)N1CCCCC1	0	8	-3	19	-7	-2	5	19	-2	-16	-6
Cc1ccc(SC[C@H](C)CN2CC[C@H](NC(=O)OCc3ccccc3)CCC2=O)cc1	-4	3	10	10	-8	8	-2	7	3	-2	1
COc1cccc(C(=O)/C=C/Nc2ccc(S(=O)(=O)Nc3ccc(C(C)=O)cc3)cc2)c1	-3	28	-39	3	-3	6	-3	-30	-60	-21	16
CC(OC(=O)Cn1cc(C(F)(F)F)ccc1=O)C(=O)N(C)c1ccccc1 (stereo unspecified)	-3	4	0	10	-40	-9	-2	-8	2	-15	16
N=C1c2ccccc2CN1c1ccc(S(=O)(=O)N2CCCCC2)cc1	1	-38	27	-2	-3	2	-5	-5	-2	0	-26
CN1C(=O)C(C)(C)c2cc(S(=O)(=O)N3CCN(c4ccccc4)CC3)ccc21	1	-9	-45	5	-8	7	-5	2	2	-4	14
O=C(COc1ncnc2c(Cl)cc(Cl)cc12)Nc1cc([N+](=O)[O-])ccc1Cl	-2	-29	-18	4	-12	2	-18	-8	23	8	7
Cc1ccc(-c2cccc(C3CC=CC4C3C(=O)N(Cc3ccccc3)C4c3ccc4ccccc4c3)c2)cc1 (stereo unspecified)	-8	-19	-19	-19	-11	-6	-13	-1	-5	7	-1
COc1ccc(CC(N)c2csc(Nc3cc(Oc4ccccc4)ncn3)n2)cc1 (stereo unspecified)	25	-29	4	-5	·	1	1	-2	-1	-9	18
COc1ccc(CNC(=O)COC(=O)CN2C(=O)C3CC=CCC3C2=O)cc1 (stereo unspecified)	-12	-10	22	9	-4	3	-9	8	5	22	-6
O=C(NCCCCc1ccccc1)c1ccc(F)cc1	4	-4	-15	3	-3	2	-11	-13	-22	-2	-19
COc1ccc2c(CC(=O)NNC(=O)c3ccc(C)cc3)coc2c1	8	-19	22	3	-8	5	-2	-11	-2	7	-20
NC(=O)CCN1CCN(CCOC2Cc3cc(Cl)ccc3Sc3ccccc32)CC1 (stereo unspecified)	-3	6	25	26	4	25*	-5	-2	2	-19	16
Cc1cccc(NC(=O)/C(C#N)=C\c2cccnc2)c1	2	-4	4	8	-9	-4	-3	11	0	6	-47
Cc1ccc(C2=NN=C(NC(=O)CSc3nncn3C)SC2)cc1	2	3	-17	8	-6	45*	4	12	25	-37	-10

Later entries:
SMILES	Granule exo inh	TWEAK Fn14 block	SRC2 inh	SRC3 inh	TLR9-MyD88 inh	ABHD5-PLIN5 inh	NOD2 RIPK2 PPI	NR2F2 inh	NR5A2 inv ag	SRC1 inh	TROY signal inh
N#Cc1c(NC2CCCCC2)nc(-c2ccco2)c2c1CCCC2	13	12	·	10	4	20	3	·	13	-24	19
O=C(CC(C(=O)N1CCc2ccccc21)n1ccnc1)N1CCc2ccccc2C1 (stereo unspecified)	3	3	-16	-2	4	7	8	0	-19	-6	-1
CN1C(=O)S/C(=C\c2ccccc2OCc2ccc(C(=O)O)cc2)C1=O	-1	4	1	-11	9	3	-2	-24	11	-10	-24
Cc1cccc(-c2ccc3[nH]c4c(c3c2)CCN2C[C@@H]([C@H](C)OC(=O)Nc3ccccc3C)[C@@H](N(C)C(=O)Nc3ccccc3C)C[C@@H]42)c1	3	88*	19	-4	-7	2	16	-11	11	1	20
COc1ccc(S(=O)(=O)NCc2ccccn2)cc1NC(=O)c1ccc(C)cc1	39	8	7	4	4	-8	-13	6	-1	-51	9
CCC1=NN2C(=N)/C(=C/c3cc(C)n(-c4ccccc4)c3C)C(=O)N=C2S1	-1	-3	-26	25	-1	1	-6	-8	11	4	2
COc1ccc(C=NNc2ccc([N+](=O)[O-])cc2S(=O)(=O)Nc2ccccc2C(=O)O)cc1OC	1	-6	-8	-6	9	7	27*	3	-27	7	3
Cc1ccc2nc3c(cc(C(=O)NCCc4ccccc4)c(=N)n3CC3CCCO3)c(=O)n2c1 (stereo unspecified)	28	-8	2	12	-21	1	-28	12	7	1	-3
CC(C)NCC(O)c1cc(O)cc(O)c1 (stereo unspecified)	1	-10	-36	-38	-14	-6	0	3	-4	-8	16
Nc1nc(N)nc(-c2cc(Cl)ccc2Cl)n1	2	-32	-7	-28	-6	-1	0	-3	17	-4	-4
CC(=O)N1CCC(=O)Nc2ccc([N+](=O)[O-])cc21	-2	-5	-41	10	-3	4	-2	18	7	1	-6
CCNC(=S)N1CCC(Cc2ccccc2)CC1	0	-21	11	3	3	-4	-15	-17	-11	4	-15
O=C(CCNS(=O)(=O)c1cccc2nonc12)Nc1ccc(Cl)cc1	0	9	-5	3	5	7	-17	-14	4	-3	-14
Cc1ccc(NC(=O)/C=C/c2ccc3c(c2)OCO3)nc1	2	8	-81	9	-2	-5	-10	-37	-48	-9	-54
COc1ccc(C2/C=C\CN(C(=O)Oc3ccccc3)CC(=O)N2Cc2ccc(F)cc2)cc1 (stereo unspecified)	0	-18	-19	0	-5	5	0	16	12	-14	0
Cc1ccc(C(=O)c2cc([N+](=O)[O-])ccc2N2CCCCC2)cc1C	45	9	13	18	12	-3	-5	0	15	7	10
